CRFBP-R2 agonist = agonists of CRF-BP/CRF-R2 complex, primary screen, cell-based, HEK293, calcium dye fluorescence, uHTS; hit rate 0.46% among 350,000; calcium dye fluorescence (FLIPR); percent of saturating CRF peptide response; CRF-binding protein / CRF receptor 2 complex (human); activation, % at 13.2 µM; AID 588473, 2011;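 active means activation of at least 50%, plus an integration ratio under a set limit after plate pattern correction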;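 further: plate controls were neutral control wells without compound for no effect and CRF at EC100 for full effect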
CHRM4 PAM = human M4 muscarinic receptor positive allosteric modulators, primary screen, CHO-K1 cells, Fluo-8 calcium fluorescence. Muscarinic acetylcholine receptor M4 (Homo sapiens), P08173. CHO-K1 hM4/Gqi5, ACh EC20; 0% = ACh EC20, 100% = maximal ACh. activation, % at 3 µM. hit rate 0.4% among 360,000. AID 624126, 2012;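 active means activation above its plate's cutoff, the mean activation of sample wells plus 3 SD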; further: some results filed as inactive read as strong as hits
Target sequence (P08173 whole entry, looked up): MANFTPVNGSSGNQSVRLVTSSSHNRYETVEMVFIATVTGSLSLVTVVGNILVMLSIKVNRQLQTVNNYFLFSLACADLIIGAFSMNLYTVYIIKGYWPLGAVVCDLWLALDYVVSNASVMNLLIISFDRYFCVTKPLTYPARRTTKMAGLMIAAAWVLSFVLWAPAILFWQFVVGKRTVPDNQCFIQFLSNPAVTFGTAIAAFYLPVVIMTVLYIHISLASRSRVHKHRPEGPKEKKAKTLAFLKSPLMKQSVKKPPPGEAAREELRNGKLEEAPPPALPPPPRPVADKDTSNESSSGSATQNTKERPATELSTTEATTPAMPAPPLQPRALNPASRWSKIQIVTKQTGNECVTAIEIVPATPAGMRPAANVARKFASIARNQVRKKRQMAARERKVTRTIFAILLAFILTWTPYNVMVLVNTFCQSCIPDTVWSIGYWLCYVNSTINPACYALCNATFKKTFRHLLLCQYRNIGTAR
MEKK3 PB1 HTS = modulators of MEKK3-MEK5 PB1 binding, primary screen, biochemical, wildtype MEKK3, multiplex bead flow cytometry, Alexa488-MEK5 | Mitogen-activated protein kinase kinase kinase 3 (Homo sapiens), Q99759 | bead-based flow cytometry, Alexa488-MEK5 binding to MEKK3; actives lie on both sides; 0 = blocked by unlabeled MEK5, 100 = vehicle | binding response (% of control), % at 10 µM | hit rate 1.4% among 290,000;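 active means binding response more than 3 SD above or below the average of its plate-row segment, actives on both sides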;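 further: Alexa488 bead fluorescence after subtracting the streptavidin-only scavenger bead signal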
CRFR2-BP antag = antagonists of CRF-BP/CRF-R2 complex, primary screen, cell-based, HEK293, calcium dye fluorescence, uHTS. inhibition, % at 11.8 µM. CRF-induced calcium fluorescence. hit rate 0.59% among 350,000. AID 588475, 2011;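 active means inhibition of the ligand-induced calcium signal above about 50% at the single tested concentration, limit read from the data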
pCIP destab = p/CIP-EGFP fusion destabilizers, primary screen, fluorescence, F442A cells; decrease of EGFP signal, % at 10 µM; hit rate 0.01% among 290,000; Q05BA5; 16 h; AID 1984, 2009;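 active means EGFP signal decrease of at least 30% at 10 µM or well 3 SD below plate mean, unless failing retest; inactive means the rest, including hits failing retest or dose response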; further: some compounds called inactive have numbers as strong as hits; many of its hits are not listed in these tables
GalR3 antag = GalR3 antagonists in HEK293 cells, primary screen, cell-based, fluorescence readout. HEK293 GalR3-CNG cAMP membrane potential fluorescence; galR3 body fused to GalR1 C-terminus. inhibition, % at 3 µM. hit rate 0.44% among 360,000;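 active means inhibition above the screen-wide average plus 3 SD, cut at about 13% in these data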;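 further: forskolin and galanin both at EC90 stimulate the cells; cAMP rise reported by CNG channel membrane potential dye signal; 0% = forskolin plus galanin with DMSO and 100% = forskolin alone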
Target sequence (O60755 1-299 limits assumed): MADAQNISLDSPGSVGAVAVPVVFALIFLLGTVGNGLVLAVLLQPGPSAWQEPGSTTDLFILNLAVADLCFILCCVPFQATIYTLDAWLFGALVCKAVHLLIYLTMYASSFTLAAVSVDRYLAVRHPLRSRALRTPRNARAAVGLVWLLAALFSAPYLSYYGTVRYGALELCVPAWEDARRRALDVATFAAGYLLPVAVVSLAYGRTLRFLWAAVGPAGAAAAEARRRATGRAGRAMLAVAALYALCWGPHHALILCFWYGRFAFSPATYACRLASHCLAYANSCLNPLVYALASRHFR
IDE act = human IDE activators in live cells, primary screen, fluorescence polarization, HEK cells, FAbeta-B substrate. FAbeta-B cleavage; 0% vehicle, 100% cell-free pure enzyme wells. activation, % at 5.96 µM. hit rate 0.073% among 340,000;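 active means activation above the mean of all tested compounds plus 3 SD, set per screening campaign, cut at about 17% in these data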
IDE cell inh = human IDE inhibitors in live cells, primary screen, fluorescence polarization, HEK cells, FAbetaB substrate | FAbetaB cleavage | inhibition, % at 5.59 µM | hit rate 0.41% among 320,000;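 active means percent inhibition above the average of all tested compounds plus 3 SD, set per screening campaign, cut at about 16% in these data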;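 further: IDE supplied by intact live HEK cells; FP after avidin binding of uncleaved biotin substrate so inhibition keeps polarization high; 0% = DMSO wells and 100% = 60 µM reference IDE inhibitor Ii1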
PHOSPHO1 inh = PubChem AID 1565. Phosphoethanolamine/phosphocholine phosphatase (Homo sapiens), Q8TCT1. recombinant PHOSPHO1, absorbance phosphatase assay. inhibition, % at 13.3 µM. hit rate 1.1% among 290,000; in the data active means inhibition above about 60%
Target sequence (Q8TCT1 whole entry, looked up): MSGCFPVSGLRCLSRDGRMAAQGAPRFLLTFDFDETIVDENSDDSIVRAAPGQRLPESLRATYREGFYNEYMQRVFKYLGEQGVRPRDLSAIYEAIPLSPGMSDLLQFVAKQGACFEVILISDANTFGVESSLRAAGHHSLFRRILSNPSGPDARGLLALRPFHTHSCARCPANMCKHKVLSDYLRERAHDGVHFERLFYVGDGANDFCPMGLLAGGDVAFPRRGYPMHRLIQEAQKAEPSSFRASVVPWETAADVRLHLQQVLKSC
The depositor's hits bear a star; . = no result given.

SMILES	CRFBP-R2 agonist	CHRM4 PAM	MEKK3 PB1 HTS	CRFR2-BP antag	pCIP destab	GalR3 antag	IDE act	IDE cell inh	PHOSPHO1 inh
O=C(/C=C/c1ccccc1)NCCOc1ccccc1	2.7	11	106	-9	-11	-5	3	0	11
CCCCn1c(SCC(=O)N2CCCC2)nc2cc(S(N)(=O)=O)ccc21	-1.9	-4	89	-5	-17	2	2	-12	37
CCc1cccc(C)c1NC(=O)COC(=O)Cc1ccsc1	-8.1	4	99	12	-4	0	2	2	23
Cn1cc([N+](=O)[O-])c(C(=O)Nc2ccc3c(c2)OCCO3)n1	2.1	-3	102	-6	-23	-13	3	-1	1
CC1(CC(=O)N/N=C/c2cc(Br)c(O)cc2O)OCCO1	-1.1	7	101	4	1	-1	4	1	-1
COc1ccc(NC(=O)CC(C)=O)c(OC)c1	-4.9	3	97	8	-2	-9	-1	.	-3
COC(=O)C1=C(C)NC(C)=C(C(=O)OC)C1C(=O)OCC(=O)N1CCCCC1C (centres undefined)	1.4	2	.	-6	.	-2	1	.	.
CCN(CC)S(=O)(=O)c1ccc(/C=C/C(=O)Nc2ccccc2N2CCOCC2)cc1	-2.1	-8	87	3	-4	-4	8	1	28
CCCCC(=O)N(Cc1ccc(F)cc1)C1CCS(=O)(=O)C1 (centres undefined)	-1.4	11	93	-5	-3	7	4	-2	23
COCC(=O)NC(c1ccccc1)c1ccccc1	-2.1	0	75	-6	8	-9	3	-2	-10
COc1ccc(-n2nnnc2SCC(=O)N2CCN(C(=O)c3ccco3)CC2)cc1OC	-0.6	-3	87	8	1	-7	1	-2	0
COc1cc(OC)c(NS(=O)(=O)c2cc(C(=O)OC(C)C(=O)NC3CC3)c(Cl)cc2Cl)cc1Cl (centres undefined)	-6.3	2	99	23	-9	-4	-1	0	-5
COC(=O)[C@]1(Cc2ccccc2)N[C@H](CN(C)C(=O)COc2ccccc2)[C@@H]2C(=O)N(C)C(=O)[C@@H]21	-0.6	-1	.	-3	.	-7	-2	1	.
COc1ccc(-c2noc(COc3ccc4c(c3)OCO4)n2)cc1OC	-0.3	6	106	4	-18	-1	6	-3	-20
COc1ccc(OCC(=O)N2CCCC2=O)c([N+](=O)[O-])c1	-0.8	-1	100	12	-11	-1	1	8	-16

An excerpt from above in order of molar mass, smallest number first.
SMILES	CRFBP-R2 agonist	CHRM4 PAM	MEKK3 PB1 HTS	CRFR2-BP antag	pCIP destab	GalR3 antag	IDE act	IDE cell inh	PHOSPHO1 inh
COc1ccc(NC(=O)CC(C)=O)c(OC)c1	-4.9	3	97	8	-2	-9	-1	.	-3
COCC(=O)NC(c1ccccc1)c1ccccc1	-2.1	0	75	-6	8	-9	3	-2	-10
COc1ccc(OCC(=O)N2CCCC2=O)c([N+](=O)[O-])c1	-0.8	-1	100	12	-11	-1	1	8	-16
Cn1cc([N+](=O)[O-])c(C(=O)Nc2ccc3c(c2)OCCO3)n1	2.1	-3	102	-6	-23	-13	3	-1	1
CCc1cccc(C)c1NC(=O)COC(=O)Cc1ccsc1	-8.1	4	99	12	-4	0	2	2	23
CCCCC(=O)N(Cc1ccc(F)cc1)C1CCS(=O)(=O)C1 (centres undefined)	-1.4	11	93	-5	-3	7	4	-2	23
CCCCn1c(SCC(=O)N2CCCC2)nc2cc(S(N)(=O)=O)ccc21	-1.9	-4	89	-5	-17	2	2	-12	37
COC(=O)C1=C(C)NC(C)=C(C(=O)OC)C1C(=O)OCC(=O)N1CCCCC1C (centres undefined)	1.4	2	.	-6	.	-2	1	.	.
COc1ccc(-n2nnnc2SCC(=O)N2CCN(C(=O)c3ccco3)CC2)cc1OC	-0.6	-3	87	8	1	-7	1	-2	0
COC(=O)[C@]1(Cc2ccccc2)N[C@H](CN(C)C(=O)COc2ccccc2)[C@@H]2C(=O)N(C)C(=O)[C@@H]21	-0.6	-1	.	-3	.	-7	-2	1	.
COc1cc(OC)c(NS(=O)(=O)c2cc(C(=O)OC(C)C(=O)NC3CC3)c(Cl)cc2Cl)cc1Cl (centres undefined)	-6.3	2	99	23	-9	-4	-1	0	-5

Returning to the listing, starting two compounds before the break.
SMILES	CRFBP-R2 agonist	CHRM4 PAM	MEKK3 PB1 HTS	CRFR2-BP antag	pCIP destab	GalR3 antag	IDE act	IDE cell inh	PHOSPHO1 inh
COc1ccc(-c2noc(COc3ccc4c(c3)OCO4)n2)cc1OC	-0.3	6	106	4	-18	-1	6	-3	-20
COc1ccc(OCC(=O)N2CCCC2=O)c([N+](=O)[O-])c1	-0.8	-1	100	12	-11	-1	1	8	-16
C[C@@H]1CN([C@@H](C)CO)C(=O)CCCn2nncc2CO[C@H]1CN(C)C(=O)OCc1ccccc1	0.1	0	.	12	.	0	.	.	.
Cc1ccc(C)c(NC(=O)CCN2CCOCC2)c1	-0.7	-7	96	-3	-3	-5	-3	0	-6
O=C1NCCN(Cc2cccc(Oc3ccccc3)c2)C1CC(=O)N1CCCO1 (centres undefined)	-1.9	-5	99	2	-6	-2	3	6	3
O=C(O)Cn1nc(C(F)(F)F)c2c1CCCC2	-0.4	7	97	-3	10	-2	.	4	30
COC(=O)c1cc(NC(=O)CN(c2cccc(OC)c2)S(=O)(=O)c2ccccc2)ccc1Cl	4.0	-5	108	-26	-1	3	-1	2	-19
c1ccc(C2C3=C(CCCC3)Nc3ncnn32)cc1 (centres undefined)	0.2	1	99	0	-9	-8	5	-5	16
O=C(NCC1CCCO1)c1ccc(COc2ccccc2)o1 (centres undefined)	-1.4	12	.	8	.	0	3	4	.
COc1ccc(OC)c(NC2c3ncccc3C(=O)N2Cc2ccco2)c1 (centres undefined)	-4.8	8	101	12	-15	-5	10	1	30
CCn1c(CC(=O)Nc2ccc(F)cc2)nnc1SCC(=O)NC1CCCC1	6.1	2	99	-3	10	-6	4	-4	36
CCOc1ccc(/C=C2\N=C(c3cccs3)OC2=O)cc1OC	.	.	102	.	-4	.	.	-2	-2
CS(=O)(=O)N(CC(=O)N/N=C/c1ccco1)c1ccccc1Br	4.1	0	96	23	-14	-1	-3	2	-2
O=C(O)c1ccc(CSc2ncnc3c2cnn3Cc2ccccc2)cc1	-5.0	4	105	10	2	-1	-6	14	6
CCOc1ccc(-c2n[nH]c(C)c2-c2ccccc2OC)c(O)c1	-0.4	-10	103	15	-12	-3	4	0	13
NC1=NC[C@H](Cc2ccc(O)cc2)N1CC1CCCCC1	-0.9	9	98	7	-11	2	5	2	44
Cc1ccc(CNC(=O)CCn2cc(-c3ccc(C)cc3)nc2CCN)cc1	-0.6	0	.	9	.	-5	7	4	.
Cc1ccc2[nH]c(=O)c(Cc3ccccc3)c(O)c2c1	1.2	-1	93	-10	-20	-2	2	2	32
Cc1cccc(C(=O)Nc2ccc(S(=O)(=O)N3CCOCC3)cc2C)c1	-1.0	2	105	6	-8	-8	2	-3	13
Cc1ccc(S(=O)(=O)N2CCOCC2)cc1C(=O)NC(=S)N(Cc1ccccc1)C(C)C	-0.3	-4	103	7	-17	-7	5	-1	10
COc1cc(/C=N/NC(=O)c2ccc(COc3ccccc3Cl)o2)cc(Br)c1O	1.0	2	100	-18	-15	-6	5	-1	3
Cc1ccc(C(=O)N(CC(=O)NC2CCCC2)c2ccc(F)cc2)s1	-0.8	-5	95	7	-5	-10	7	-1	40
COc1ccc(NC(=O)c2cc3c([nH]c4ccccc43)c(C)n2)cc1	0.3	1	98	-8	-5	-4	2	4	-14
C[C@@H]1CN([C@H](C)CO)C(=O)CCCn2nncc2CO[C@H]1CN(C)C(=O)Nc1cccc(Oc2ccccn2)c1	2.0	5	.	-11	.	-1	.	.	.
COc1cccc2c(=O)n(CC(=O)NC3CCCCC3)ccc12	-1.1	9	101	-16	13	2	-2	0	6
CC/C(C)=C1/NC(=O)NC1=O	-1.4	7	.	7	.	-6	6	.	.
CC(=O)Nc1sc2c(c1C#N)CCCCC2	-1.4	10	98	17	14	-5	-3	-2	-1
COc1ccc(C(=O)C(C)Sc2nnc(C3CC3)n2C2CC2)cc1 (centres undefined)	3.8	10	.	3	.	-1	8	-1	.
CCOc1ccc(NC(=O)CCC(=O)N2CCSc3ccccc32)cc1	-2.6	-13	97	1	-2	3	4	5	12
Cc1c(Cl)cccc1-n1nnnc1-c1cccs1	0.5	-4	102	9	-6	0	6	4	-27
Cc1ccc(S(=O)(=O)CC(c2ccccc2)N2CCCCC2)cc1 (centres undefined)	0.3	-3	99	18	2	-4	3	-5	48
CCOC(=O)C1CCN(C(=O)CCCNC(=O)Cn2cnc3sc(C)c(C)c3c2=O)CC1	-0.2	-2	103	13	1	-11	2	3	28
COc1cc(C(=O)NCC(=O)N2CCN(S(=O)(=O)c3ccccc3)CC2)cc(OC)c1OC	-0.4	18	.	-11	.	-4	4	-5	.
COc1ccc(Nc2cc(C)nc3ncnn23)cc1	1.4	-2	.	-5	.	-9	0	.	.
O=C(Cn1nc(-c2ccc3c(c2)OCCO3)ccc1=O)Nc1ccc(-n2cnnn2)cc1	0.4	-1	107	9	-12	-8	0	-3	21
COc1ccc(COC(=O)CCCN=C2NS(=O)(=O)c3ccccc32)cc1F	1.1	13	.	-12	.	-6	.	.	.
COc1cc(NS(=O)(=O)c2ccc(NC(=O)/C(=C\c3ccccc3OC)NC(=O)c3ccccc3)cc2)nc(OC)n1	-3.0	2	97	-8	-4	-7	2	2	-17
O=C(C1CCN(S(=O)(=O)c2cccnc2)CC1)N1CCN(C2CCCC2)CC1	-0.3	8	102	6	-12	.	3	0	7
O=C(O)CN1CCN(C(c2ccccc2)c2ccccc2)CC1	0.2	-3	93	3	2	-9	-6	2	.
O=C(Nc1ccccc1)Nc1ccccc1	0.4	5	.	4	.	-8	2	.	.
O=C(OCCN1CCOCC1)c1ccc(Cl)cc1Cl	0.0	15*	103	2	-17	2	2	-6	14
CC(C)Nc1nc(-c2ccncc2)nc(-c2ccccc2)c1C#N	-3.7	-5	104	-24	-7	-9	-3	-1	28
CCCn1cc(S(=O)(=O)c2ccc(C)cc2)c(=O)c2cc(OC)ccc21	-1.7	0	96	-11	-20	-8	3	0	26
COc1ccc(/C=N/NC(=O)Cc2csc(Nc3cccc(C(F)(F)F)c3)n2)cc1C	-1.4	2	90	23	-6	-2	5	4	-26
O=C(Nc1ccc2c(c1)OCCO2)c1cccnc1Oc1ccc(Cl)cc1	3.1	8	101	-14	-9	-5	2	6	46
Cc1ccnc(N2CCCC(C(=O)Nc3ccc(C)c(C)c3)C2)n1 (centres undefined)	0.1	5	103	2	13	-6	2	-1	37
CN1CCN(NC(=O)c2ccc(Cl)s2)CC1	3.2	-7	98	-18	-10	-2	6	4	34
Cc1cc(Cl)ccc1NC(=O)/C=N/O	-3.6	8	108	14	2	4	4	-6	4
CC(=O)CSc1nnc(-c2ccc(S(=O)(=O)N3CCCC3)cc2)n1C	-0.2	12	102	0	-10	-9	4	5	32

Screening results: PubChem, several laboratories
